Screens as filed in PubChem.
VIM-2 inh – inhibitors of Pseudomonas aeruginosa VIM-2 metallo-beta-lactamase. inhibition, % at 5.6 µM. purified VIM-2, nitrocefin hydrolysis, epi-absorbance fluorescence. hit rate 0.89% among 290,000;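 active = inhibition above the mean of all tested compounds plus 3 SD, cutoff set per screening run, cut at about 7.5% in these data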;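 note: red hydrolysis product quenches plate fluorescence so inhibitors raise well fluorescence; 0% = enzyme with DMSO and 100% = DMSO without enzyme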
IDE act – activators of human insulin-degrading enzyme in cells. P14735. activation, % at 5.96 µM. AID 493087. hit rate 0.073% among 340,000. HEK cells, FAbeta-B cleavage, fluorescence polarization; 0% vehicle, 100% cell-free pure enzyme wells;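 active = activation above the mean of all tested compounds plus 3 SD, set per screening campaign, cut at about 17% in these data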
IDE inh – inhibits human insulin-degrading enzyme in HEK cells; P14735; FAbetaB cleavage, fluorescence polarization; inhibition, % at 5.59 µM; hit rate 0.41% among 320,000; AID 434962;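 active = percent inhibition above the average of all tested compounds plus 3 SD, set per screening campaign, cut at about 16% in these data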;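 note: IDE supplied by intact live HEK cells; FP after avidin binding of uncleaved biotin substrate so inhibition keeps polarization high; 0% = DMSO wells and 100% = 60 µM reference IDE inhibitor Ii1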
CRFBP-R2 block – antagonists of CRF-binding protein/CRF-R2 receptor complex; hit rate 0.59% among 350,000; HEK293 CRF-R2/CRF-BP, CRF-induced calcium fluorescence; inhibition, % at 11.8 µM;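 active = inhibition of the ligand-induced calcium signal above about 50% at the single tested concentration, limit read from the data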
HCV NS3 hel inh – blocks Hepatitis C virus NS3 helicase unwinding; NS3 helicase DNA unwinding, Cy5 molecular beacon fluorescence; inhibition, % at 10.9 µM; hit rate 0.56% among 290,000; AID 1800;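 active = inhibition above the mean of all tested compounds plus 3 SD, set per campaign, cut at about 35% in these data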;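 note: 0% = DMSO wells and 100% = thioflavine S control wells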
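System: Hepatitis C virus NS3 helicase domain fragment enzyme | Reagent: Annealed dual-labelled DNA beacon duplex, ATP-started | Compound dosing: 10.9 µM single point, 0.8% DMSO | Incubation: 1 h reaction at 25 °C, ATP-initiated | Technique: Cy5 fluorescence | Evaluation: Percent inhibition from t60/t0 fluorescence ratio | Benchmarks: Low DMSO, high thioflavine S at 110 µM | Replication: Singlicate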
GalR3 antagonist – blocks the human galanin receptor 3 | O60755 | HEK293 GalR3-CNG cAMP membrane potential fluorescence; galR3 body fused to GalR1 C-terminus | inhibition, % at 3 µM | hit rate 0.44% among 360,000 | AID 651719;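 active = inhibition above the screen-wide average plus 3 SD, cut at about 13% in these data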;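 note: forskolin and galanin both at EC90 stimulate the cells; cAMP rise reported by CNG channel membrane potential dye signal; 0% = forskolin plus galanin with DMSO and 100% = forskolin alone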
Target sequence (O60755 1-299 limits assumed): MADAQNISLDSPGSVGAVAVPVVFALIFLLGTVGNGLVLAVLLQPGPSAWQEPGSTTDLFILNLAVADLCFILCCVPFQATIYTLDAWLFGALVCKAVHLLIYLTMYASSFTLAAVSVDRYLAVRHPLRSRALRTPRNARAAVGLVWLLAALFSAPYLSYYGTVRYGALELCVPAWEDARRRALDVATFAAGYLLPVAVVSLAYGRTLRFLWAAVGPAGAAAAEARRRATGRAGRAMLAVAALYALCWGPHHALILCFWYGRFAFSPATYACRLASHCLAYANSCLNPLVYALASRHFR
IMP-1 inh – blocks Pseudomonas aeruginosa IMP-1 metallo-beta-lactamase. purified IMP-1, nitrocefin hydrolysis, epi-absorbance fluorescence. inhibition, % at 5.6 µM. hit rate 0.45% among 290,000;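 active = inhibition above the mean plus 3 SD of all compounds in the same screening run, cut at about 4.5% in these data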;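 note: 0% = IMP-1 with DMSO and 100% = DMSO wells lacking enzyme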
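Assay system: purified IMP-1; Quantity: IMP-1 0.2 nM before substrate addition; Medium: HEPES buffer pH 7.1 with ZnSO4 and Brij 35; Incubation: 15 min enzyme–compound preincubation, then 25 min nitrocefin reaction, 25 °C; Signal: fluorescence quenching readout, ex 480/em 530 nm; Controls: DMSO with and without IMP-1; Repeats: singlicate testing.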
UBC9 SUMO inh – inhibitors of human SUMOylation (UBC9); hit rate 0.36% among 290,000; P63279; inhibition, % at 35 µM; HTRF SUMOylation assay, SAE1/SAE2 + UBC9, in vitro; in the data active = inhibition above about 50%, passing the limit was not always enough; note: strong numbers were not always called active
Target sequence (P63279 whole entry, looked up): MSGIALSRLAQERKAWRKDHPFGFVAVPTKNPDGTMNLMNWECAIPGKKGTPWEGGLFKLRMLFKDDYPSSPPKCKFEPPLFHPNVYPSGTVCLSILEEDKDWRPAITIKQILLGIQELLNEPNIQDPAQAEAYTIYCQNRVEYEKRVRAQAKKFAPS
p-CIP stab down – lowers stability of the mouse p/CIP coactivator protein; F442A p/CIP-EGFP cells, EGFP fluorescence, 16 h; decrease of EGFP signal, % at 10 µM; hit rate 0.01% among 290,000; AID 1984;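 active = EGFP signal decrease of at least 30% at 10 µM or well 3 SD below plate mean, unless failing retest; inactive = the rest, including hits failing retest or dose response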; note: some compounds called inactive have numbers as strong as hits; many of its hits are not listed in these tables
Starred values were filed as active, the others as inactive.

What do the screens show for `Cn1c(=O)c2c(ncn2CC(=O)Nc2cc(S(=O)(=O)N3CCCCC3)ccc2O)n(C)c1=O`?
IDE act: 5; IDE inh: 6; CRFBP-R2 block: -8; GalR3 antagonist: 0

What do the screens show for `Cc1ccc(C(=O)N2CCC3(CC2)Oc2ccc(Cl)cc2C(=O)C32CC(c3ccccc3)=NO2)s1` (centres undefined)?
IDE act: 6; IDE inh: 2; CRFBP-R2 block: -1; GalR3 antagonist: -1; UBC9 SUMO inh: -3; p-CIP stab down: 1

What do the screens show for `CCCN1CCN(S(=O)(=O)c2ccc(-n3cnnn3)cc2)CC1`?
VIM-2 inh: -1.9; IDE act: 4; IDE inh: 6; CRFBP-R2 block: 11; HCV NS3 hel inh: 21; GalR3 antagonist: -7; IMP-1 inh: -0.6; UBC9 SUMO inh: 4; p-CIP stab down: -6

Results for CCOC(=O)N1CCN(CC(=O)Nc2c(C(=O)OC)[nH]c3ccc(Cl)cc23)CC1 ?
VIM-2 inh: -0.7; IDE act: 1; IDE inh: -5; CRFBP-R2 block: -9; HCV NS3 hel inh: -12; GalR3 antagonist: -5; IMP-1 inh: 1.4; UBC9 SUMO inh: -12; p-CIP stab down: 9

How did COc1ccc(CCNC(=O)CN2C(=O)C(=O)N(C3CCCC3)C2=O)cc1OC do in these assays?
IDE act: -1; IDE inh: -3; CRFBP-R2 block: -1; GalR3 antagonist: -4

Results for O=C1N(c2ccccc2)C(c2ccc(Cl)cc2)N2CCCN12 (centres undefined) ?
VIM-2 inh: -3.3; IDE act: -3; IDE inh: -4; CRFBP-R2 block: 27; HCV NS3 hel inh: -2; GalR3 antagonist: -2; IMP-1 inh: -3.7; UBC9 SUMO inh: 6; p-CIP stab down: -1

How did O=C(Nc1scc(-c2ccc(F)cc2)c1C(=O)O)c1ccco1 do in these assays?
VIM-2 inh: 0.8; IDE act: -1; IDE inh: 4; CRFBP-R2 block: 29; HCV NS3 hel inh: 23; GalR3 antagonist: 1; IMP-1 inh: -0.6; UBC9 SUMO inh: 4; p-CIP stab down: -18

How did Cn1c(N)c(C(=O)COC(=O)C2CCN(S(=O)(=O)c3cccs3)CC2)c(=O)n(C)c1=O do in these assays?
VIM-2 inh: -1.2; IDE act: 4; IDE inh: 2; CRFBP-R2 block: -11; HCV NS3 hel inh: 3; GalR3 antagonist: -5; IMP-1 inh: -1.3; UBC9 SUMO inh: 2; p-CIP stab down: 1

How did COc1ccc(CCC(C)Nc2ccc(F)c(F)c2)cc1 (centres undefined) do in these assays?
VIM-2 inh: -0.5; IDE act: 4; IDE inh: -2; CRFBP-R2 block: 5; HCV NS3 hel inh: -6; GalR3 antagonist: -2; IMP-1 inh: -1.5; UBC9 SUMO inh: -5; p-CIP stab down: 10

Results for O=c1sc(N2CCN(c3ccc(F)cc3)CC2)nc2ccsc12 ?
VIM-2 inh: 1.8; IDE act: -3; IDE inh: 10; CRFBP-R2 block: 39; HCV NS3 hel inh: -5; IMP-1 inh: -4.6; UBC9 SUMO inh: 9; p-CIP stab down: -22

Overlap with the part before: 2 entries; new compounds follow.
How did COc1ccc(CCC(C)Nc2ccc(F)c(F)c2)cc1 (centres undefined) do in these assays?
VIM-2 inh: -0.5; IDE act: 4; IDE inh: -2; CRFBP-R2 block: 5; HCV NS3 hel inh: -6; GalR3 antagonist: -2; IMP-1 inh: -1.5; UBC9 SUMO inh: -5; p-CIP stab down: 10

Results for O=c1sc(N2CCN(c3ccc(F)cc3)CC2)nc2ccsc12 ?
VIM-2 inh: 1.8; IDE act: -3; IDE inh: 10; CRFBP-R2 block: 39; HCV NS3 hel inh: -5; IMP-1 inh: -4.6; UBC9 SUMO inh: 9; p-CIP stab down: -22

How did C=CCC1(Cl)C(=O)C(Cl)=C(N2CCN(C)CC2)C1(OC)OC (centres undefined) do in these assays?
VIM-2 inh: -2.9; IDE act: 5; IDE inh: -3; CRFBP-R2 block: 10; HCV NS3 hel inh: 1; GalR3 antagonist: 2; IMP-1 inh: -4.0; UBC9 SUMO inh: -16; p-CIP stab down: -5

What do the screens show for `CCN(CC)C1=CC2=CC(=C(C#N)C#N)CCC2CC1` (centres undefined)?
VIM-2 inh: 36*; IDE act: 44*; IDE inh: -20; CRFBP-R2 block: inactive; HCV NS3 hel inh: 20; GalR3 antagonist: -3; IMP-1 inh: 47*; UBC9 SUMO inh: 12; p-CIP stab down: -375

How did Clc1ccc(-n2ncc3c(NCc4cccnc4)ncnc32)cc1Cl do in these assays?
VIM-2 inh: -7.7; IDE act: 3; IDE inh: 2; CRFBP-R2 block: -3; HCV NS3 hel inh: 0; GalR3 antagonist: 1; IMP-1 inh: 0.5; p-CIP stab down: -17

How did Cc1ccccc1-c1noc(-c2ccccc2C(=O)N2CCCC2)n1 do in these assays?
VIM-2 inh: -3.8; IDE act: -11; IDE inh: 3; CRFBP-R2 block: -4; HCV NS3 hel inh: 5; GalR3 antagonist: -2; IMP-1 inh: -1.4; UBC9 SUMO inh: 20; p-CIP stab down: -10

What do the screens show for `CC(Oc1ccccc1)C(=O)N(CCC1=CCCCC1)c1c(N)n(Cc2ccccc2)c(=O)[nH]c1=O` (centres undefined)?
VIM-2 inh: -1.8; IDE act: 2; IDE inh: 4; CRFBP-R2 block: -9; HCV NS3 hel inh: 14; GalR3 antagonist: -6; IMP-1 inh: -3.0; UBC9 SUMO inh: 8; p-CIP stab down: 12

How did CCOc1ccc(C(c2c(NC(=O)c3ccccc3)sc(C)c2C)N2CCN(CCO)CC2)cc1 (centres undefined) do in these assays?
VIM-2 inh: -4.7; IDE act: 0; IDE inh: 1; CRFBP-R2 block: -126; HCV NS3 hel inh: -74; GalR3 antagonist: -5; IMP-1 inh: -1.6; UBC9 SUMO inh: -20; p-CIP stab down: -18

What do the screens show for `CCn1c2ccccc2c2nnc(SCC(=O)c3ccccc3)nc21`?
VIM-2 inh: -0.1; IDE act: -5; IDE inh: 1; CRFBP-R2 block: -20; HCV NS3 hel inh: 4; GalR3 antagonist: -3; IMP-1 inh: -0.8; UBC9 SUMO inh: 21; p-CIP stab down: -6

How did Cn1c(=NC(=O)COc2ccccc2)sc2cccc(F)c21 do in these assays?
VIM-2 inh: -4.6; IDE act: 15; IDE inh: 0; CRFBP-R2 block: -7; HCV NS3 hel inh: -10; GalR3 antagonist: -7; IMP-1 inh: -2.9; UBC9 SUMO inh: -18; p-CIP stab down: -3

Results for N#CC1(NC(=O)COC(=O)CCN=C2NS(=O)(=O)c3ccccc32)CCCCC1 ?
VIM-2 inh: -1.7; IDE act: 7; IDE inh: 1; CRFBP-R2 block: -15; HCV NS3 hel inh: 6; GalR3 antagonist: -1; IMP-1 inh: -2.4; UBC9 SUMO inh: 3; p-CIP stab down: -12

Results for O=C(c1cc(-c2ccc(Cl)cc2)on1)N1CCc2ccccc2C1 ?
VIM-2 inh: -2.0; IDE act: -4; IDE inh: -7; CRFBP-R2 block: -23; HCV NS3 hel inh: 4; GalR3 antagonist: -8; IMP-1 inh: -2.1; UBC9 SUMO inh: 20; p-CIP stab down: -9

Results for CCN(CC)c1ccc(O)c(C=Nc2ccc(C)c(C)c2)c1 ?
VIM-2 inh: 0.5; IDE act: 4; IDE inh: 7; CRFBP-R2 block: 9; HCV NS3 hel inh: 6; GalR3 antagonist: -4; IMP-1 inh: -0.4; UBC9 SUMO inh: -4; p-CIP stab down: 7

Results for N#CCSc1nc2ccccc2o1 ?
VIM-2 inh: -0.8; IDE act: -3; IDE inh: 3; CRFBP-R2 block: 12; HCV NS3 hel inh: -1; GalR3 antagonist: -2; IMP-1 inh: -0.9; UBC9 SUMO inh: 13; p-CIP stab down: 3

Results for Cc1ccc(NCC(=O)N/N=C\C(Br)=C\c2ccccc2)cc1 ?
VIM-2 inh: -1.4; IDE act: -4; IDE inh: -3; CRFBP-R2 block: -3; HCV NS3 hel inh: 2; GalR3 antagonist: -12; IMP-1 inh: -3.0; UBC9 SUMO inh: 10; p-CIP stab down: -16

How did Cc1cccc(OCC(=O)Nc2nc3ccc([N+](=O)[O-])cc3s2)c1 do in these assays?
VIM-2 inh: -0.4; IDE act: -4; IDE inh: -4; CRFBP-R2 block: 18; HCV NS3 hel inh: 2; GalR3 antagonist: -2; IMP-1 inh: -0.1; UBC9 SUMO inh: 49; p-CIP stab down: 0

How did Cc1ccc(C2(CCN)CCOC(C(C)C)C2)cc1 (centres undefined) do in these assays?
VIM-2 inh: -1.6; IDE act: 1; IDE inh: -2; CRFBP-R2 block: -25; HCV NS3 hel inh: -14; GalR3 antagonist: -3; IMP-1 inh: 1.5; UBC9 SUMO inh: -1; p-CIP stab down: -3

What do the screens show for `Cc1ccc(CNC(=O)C2(c3cccs3)CCOCC2)cc1`?
VIM-2 inh: -0.6; IDE act: 3; IDE inh: 8; CRFBP-R2 block: -6; HCV NS3 hel inh: -5; GalR3 antagonist: -8; IMP-1 inh: -1.9; UBC9 SUMO inh: 10; p-CIP stab down: 4

What do the screens show for `C/C(Cl)=C/Cn1c(N2CCCC2)nc2c1c(=O)n(C)c(=O)n2C`?
VIM-2 inh: 3.0; IDE act: 4; IDE inh: -4; CRFBP-R2 block: -26; HCV NS3 hel inh: 16; GalR3 antagonist: -2; IMP-1 inh: -2.8; UBC9 SUMO inh: 10; p-CIP stab down: 2

Results for Cc1ccc(C)c(C2=NNC(=O)CC2)c1 ?
IDE act: -2; IDE inh: 3; CRFBP-R2 block: -5; GalR3 antagonist: -5

How did COc1cccc(N=Nc2ccc3ccccc3c2O)c1 do in these assays?
VIM-2 inh: -4.4; IDE act: 2; IDE inh: -5; CRFBP-R2 block: 7; HCV NS3 hel inh: -2; GalR3 antagonist: -4; IMP-1 inh: -7.3; UBC9 SUMO inh: 16; p-CIP stab down: 8

Results for O=C(NS(=O)(=O)NC1CCCCC1)C1=C(N2CCCC2)COC1=O ?
IDE act: 8; IDE inh: -4; CRFBP-R2 block: 2; GalR3 antagonist: 8

What do the screens show for `Cc1cccn2cc(COc3cccc([N+](=O)[O-])c3)nc12`?
VIM-2 inh: -1.8; IDE act: 3; IDE inh: 0; CRFBP-R2 block: -43; HCV NS3 hel inh: -1; GalR3 antagonist: -1; IMP-1 inh: -2.0; UBC9 SUMO inh: 8; p-CIP stab down: -14

What do the screens show for `O=[N+]([O-])c1ccc(/C=C/c2ccc3cccc([N+](=O)[O-])c3n2)cc1`?
VIM-2 inh: -0.1; IDE act: -4; IDE inh: -6; CRFBP-R2 block: -30; HCV NS3 hel inh: 4; GalR3 antagonist: -2; IMP-1 inh: -4.1; UBC9 SUMO inh: 9; p-CIP stab down: -17

Results for CCOC(=O)c1[nH]c(CO)c(C(=O)OCC)c1C ?
VIM-2 inh: -0.5; IDE act: 0; IDE inh: 1; CRFBP-R2 block: 7; HCV NS3 hel inh: 2; GalR3 antagonist: -10; IMP-1 inh: -1.2; UBC9 SUMO inh: 15; p-CIP stab down: 5
